# Bioassay records from PubChem.
# Y pestis TopoI = inhibitors of Yersinia pestis topoisomerase I; Y. pestis Topo-I cleavage product accumulation, plate reader; activity, % at 10 µM; 0.064% of 360,000 active; in the data active = activity above about 50%, passing the limit was not always enough; inconclusive = no clear call, values can overlap the other calls; also: inactives centre near 2
# BoNT A protease = inhibitors of Botulinum neurotoxin A light chain protease; multiplex microsphere protease substrate cleavage, flow cytometry; AID 588499; 0.17% of 360,000 active; inhibition, % at 10 µM; also: plate controls were buffer without enzyme for full effect and enzyme alone for no effect
# TcdB inh = inhibitors of Clostridioides difficile toxin B glycohydrolase; P18177; TcdB glycohydrolase enzymatic assay, plate reader; inhibition, % at 9.99 µM; 0.24% of 350,000 active; in the data active = inhibition above about 10%
# VHR inh abs = DUSP3 (human) phosphatase inhibition. P51452. recombinant VHR phosphatase, pNPP absorbance. inhibition, % at 13.3 µM. 0.52% of 290,000 active. AID 1654; in the data active = inhibition above about 50%; also: some compounds called inactive have numbers as strong as hits
# Target sequence (P51452 whole entry, looked up): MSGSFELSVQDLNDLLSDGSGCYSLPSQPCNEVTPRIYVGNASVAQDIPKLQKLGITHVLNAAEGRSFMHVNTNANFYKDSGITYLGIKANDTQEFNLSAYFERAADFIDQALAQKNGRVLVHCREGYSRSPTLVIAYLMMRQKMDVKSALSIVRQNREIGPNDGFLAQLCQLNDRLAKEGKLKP
# SARS 3CLpro inh = SARS-CoV 3CLpro protease inhibition; P0C6X7; inhibition, % at 6 µM; recombinant SARS-CoV 3CLpro, quenched FRET peptide cleavage; 0.14% of 290,000 active; AID 1706; in the data active = inhibition above about 12%
# PfHsp40 yeast = compounds rescuing yeast from Plasmodium falciparum HSP40 toxicity. S. cerevisiae expressing PfHsp40, growth rescue, ATP luminescence. growth rescue, % at 12.5 µM. 0.68% of 340,000 active. AID 504582; in the data active = growth rescue above about 28%, passing the limit was not always enough; inconclusive = no clear call, values can overlap the other calls;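 also: yeast W303a lacking pdr1 and pdr3 grown in galactose medium; growth measured after three days at 30 °C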
# Vc quorum ag = quorum light induction in luxS cqsA deficient V. cholerae. activation, % at 18.7 µM. V. cholerae BH1578 lux reporter, luminescence, 6 h. 0.16% of 350,000 active; in the data active = activation mostly above about 9.7%, no sharp cut-off; inconclusive = no clear call, values can overlap the other calls; inactive = mostly below about 3.7%; also: not every result past the cut was called active; inactives centre near 0; reference of the scale not given here
# Anthrax LF prot = blocks Bacillus anthracis lethal factor protease; multiplex microsphere protease cleavage assay, LF; 0.12% of 360,000 active; AID 588501; inhibition, % at 10 µM; P15917; also: plate controls were buffer without enzyme for full effect and enzyme alone for no effect
# Target sequence (P15917 whole entry, looked up): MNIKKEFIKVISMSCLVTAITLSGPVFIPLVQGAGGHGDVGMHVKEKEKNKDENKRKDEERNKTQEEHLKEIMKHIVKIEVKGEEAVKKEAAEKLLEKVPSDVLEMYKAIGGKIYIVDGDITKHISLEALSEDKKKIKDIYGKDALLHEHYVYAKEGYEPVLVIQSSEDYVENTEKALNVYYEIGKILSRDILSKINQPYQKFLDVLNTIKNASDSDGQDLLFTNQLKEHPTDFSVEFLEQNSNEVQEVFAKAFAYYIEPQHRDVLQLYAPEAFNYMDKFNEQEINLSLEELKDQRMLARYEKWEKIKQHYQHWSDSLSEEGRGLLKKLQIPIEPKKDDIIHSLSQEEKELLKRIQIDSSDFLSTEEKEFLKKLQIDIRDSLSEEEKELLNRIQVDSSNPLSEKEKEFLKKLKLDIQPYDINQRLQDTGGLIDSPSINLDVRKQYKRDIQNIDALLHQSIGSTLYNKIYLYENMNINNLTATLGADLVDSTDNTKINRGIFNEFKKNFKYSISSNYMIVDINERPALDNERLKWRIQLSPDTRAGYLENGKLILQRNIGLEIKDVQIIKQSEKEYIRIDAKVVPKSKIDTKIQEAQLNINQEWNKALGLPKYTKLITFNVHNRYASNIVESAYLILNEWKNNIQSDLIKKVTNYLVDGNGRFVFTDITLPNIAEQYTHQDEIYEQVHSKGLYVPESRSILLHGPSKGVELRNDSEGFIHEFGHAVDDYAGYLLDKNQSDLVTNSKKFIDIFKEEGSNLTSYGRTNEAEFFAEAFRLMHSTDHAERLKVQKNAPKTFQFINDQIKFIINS
# PriA SSB inh = blocks PriA binding to SSB C-terminal tail | inhibition, % at 33 µM | 0.6% of 430,000 active | AlphaScreen SSBct-PriA binding, biotinylated peptide; in the data active = inhibition mostly above about 37%, no sharp cut-off; inactive = mostly below about 20%;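 also: plate controls were negative control peptide for no effect and reference peptide for full effect; strong numbers were not always called active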
# CCHFV vOTU inh = blocks the CCHF virus ovarian tumor domain protease | CCHFV vOTU protease, Pep-AMC fluorescence | inhibition, % at 11.5 µM | 0.55% of 370,000 active | AID 651958; in the data active = inhibition above about 30%; also: 0% = vehicle wells with enzyme and 100% = no enzyme wells
# Active calls of the source: *; i = inactive; u = inconclusive; x = not tested or not shown; & = joins results of further samples. Rule as the data show it, unless noted: active = inhibition above about 30%; inconclusive = no clear call, values can overlap the other calls; inactive = below that. An excerpt; rates above refer to the full screens.
SMILES,Y pestis TopoI,BoNT A protease,TcdB inh,VHR inh abs,SARS 3CLpro inh,PfHsp40 yeast,Vc quorum ag,Anthrax LF prot,PriA SSB inh,CCHFV vOTU inh
O=C(CC(O)(C(F)(F)F)C(F)(F)F)Nc1ccc(Cl)c(Cl)c1,-11,x,x,23,5,2.6,-0.3,x,-30,14
CN(CCOc1ccccc1)C(=O)CCc1c[nH]c2ccccc12,19,-3.4,1.0,24,1,0.6,-0.5,-16,1,-4
C/C=C/C=C/C(=O)N1CC[C@]23c4ccccc4N[C@H]4N(C)c5cccc6c5[C@]42CCN([C@H]6C2OC2(C)C)[C@H]13 (some centres not stated),11,-1.2,-0.1,6,x,1.4,-0.5,5,18,6
O=C(CN(Cc1cccs1)C(=O)CNS(=O)(=O)c1ccc(F)cc1)NCc1ccco1,10,-0.3,x,25,4,1.9,i,0,-16,4
O=C(c1ccc([N+](=O)[O-])cc1)N1CCSC1c1ccccc1 (configuration not stated),-3,-0.7,x,7,-1,1.5,-0.3,-1,18&-4,7
O=C(/C(=C/O)N=Nc1ccccc1)c1ccncc1,0,-0.1,x,-14,1,12,i,-2,x,20
CCOC(=O)Cc1csc(NC(=O)/C=C/c2ccc(OC)cc2)n1,-10,-0.3,-0.2,-6,2,1.9,-0.2,1,-2,2
CCCCNC(=O)CSc1nc2ccsc2c(=O)n1C1CCN(C(=O)OCC)CC1,-2,-1.5,0.8,14,4,-0.2,-0.4,-6,-14,9
CC(NC(=S)NCCc1ccccc1)C(c1cccs1)N1CCN(Cc2ccccc2)CC1 (configuration not stated),22,-1.3,1.5,8,2,0.3,-0.2,0,5&11,3
O=C(O)c1nn(CC(=O)N(C2CCCCC2)C2CCCCC2)c(=O)c2ccccc12,1,-0.1,2.1,14,-2,0.5,-0.4,-2,16,1
O=C(Nc1ccc(C(=O)N2CCN(c3ccc(Cl)cc3)CC2)cc1)C1=CSCCO1,-5,0.5,-0.8,-4,0,1.1,-0.2,-1,-16,-2
COc1ccccc1C(=O)NCCC(=O)N1CCN(C(C)=O)CC1,5,-41,1.7,x,x,-0.4,2.6,-14,-3,1
Cc1ccc(-c2nc3ccccc3c(=O)n2NC(=S)N(C)C)cc1,9,0.1,x,-1,2,-0.3,i,0,-6,4
Cn1c(-c2ccsc2)c(-c2cccs2)c2cc(-c3ccc4cc[nH]c4c3)ccc21,-25,-0.1,1.3,x,x,-1.4,-3.6,-2,7,-3
Oc1ccccc1-c1nc(/C=C/c2ccccc2)nn1-c1ccccc1,10,-0.8,0.3,10,0,1.1,-0.2,1,-32,3
CCOC(=O)N1CCN(C(=O)c2ccc3nc(N4CCCCC4)sc3c2)CC1,25,0.1,x,47,-4,-0.2,-2.4,-1,1,3
COc1ccc(CNC(=O)COC(=O)CN2C(=O)COc3ccccc32)cc1,3,0.2,1.2,x,x,-1.0,-5.6,-2,12,18
Nc1ccc2c(c1)C(O)c1ccc(Cl)cc1-2 (configuration not stated),-5,0.2,7.8,x,x,-1.0,i,-4,10,-16
CCN1C(=O)[C@H]2[C@@H](c3ccc(-c4ccc(Cl)c(Cl)c4)c(OC)c3)N[C@@](C)(C(=O)OC)[C@H]2C1=O,19,-0.6,1.3,x,x,1.1,-11,-5,-1,-6
CCOc1cc2c3c(c1)C1(C(=O)N3C(C)(C)CC2C)C(C#N)=C(N)N2C(=C1C#N)Nc1ccccc12 (configuration not stated),4,0.0,x,-6,-2,-0.1,i,1,12,-17
Cc1ccc(NC(=O)C(C)OC(=O)CCNS(=O)(=O)c2ccc(C)cc2)cc1 (configuration not stated),-4,0.2,0.2,-7,2,2.4,-0.3,-2,-9,5
c1ccc(CNCCCn2cnc3c(OCc4ccccc4)ncnc32)cc1,4,-0.4,-12,x,x,-0.4,i,-2,-2,19
Cc1onc(-c2c(F)cccc2Cl)c1C(=O)N(C)CCc1ccccn1,-1,2.2,1.7,24,-2,0.5,i,-4,-7,18
Cc1nnc(C)n1/N=C/c1ccc(-c2ccccc2Cl)o1,7,1.8,-0.6,36,-1,-0.2,-0.3,1,x,17
COC(=O)C1=C(C)N(c2ccccc2)/C(=C/c2ccco2)C1=O,4,-0.7,7.7,13,4,-1.5,-0.9,-3,-3,12
Cc1ccc(C(=O)CC(=O)c2cc(Cl)ccc2O)cc1,-2,-0.9,x,-17,0,-0.9,-2.9,-5,3,2
CC1C(=O)NN=C1C(=O)N/N=C\C(Br)=C\c1ccccc1 (configuration not stated),4,0.8,0.0,7,-1,-0.1,1.0,-2,x,17
NS(=O)(=O)c1ccc(CCNC(=O)C(=O)C2C(=O)Nc3ccccc32)cc1 (configuration not stated),-3,-1.9,0.3,10,3,-0.5,-0.3,-9,-6,6
N#Cc1cccc(NC(=O)CNc2cc(S(=O)(=O)N3CCOCC3)ccc2N2CCCC2)c1,7,2.5,1.6,x,x,-0.3,i,-2,9,5
Cn1c(=O)c2c(ncn2CCC(=O)N/N=C/c2ccccc2)n(C)c1=O,0,-2.0,5.2,-1,0,0.1,-1.3,-7,i,-1
O=C(CS(=O)(=O)c1cn(Cc2ccccc2Cl)c2ccccc12)N1CCOCC1,3,1.8,x,-20,1,-0.3,1.7,0,-9,6
CCOC(=O)C1CCN(CC(O)COc2ccc(C(C)=O)cc2)CC1 (configuration not stated),1,-0.6,x,17,-2,0.5,-0.1,-2,-4&-1,x
Cc1ncc(CN2CCC(C(=O)Nc3ccc(Oc4cccnc4)cc3)CC2)cn1,6,2.6,1.2,10,2,-0.3,-0.5,-1,-17,-15
O=C(NCCCc1ccccc1)c1cccc(NC(=O)C2CCCCC2)c1,-8,0.5,0.7,x,x,1.5,-1.0,2,-19,-2
CC(OC(=O)C1CCN(S(=O)(=O)c2ccccc2C(F)(F)F)CC1)C(=O)N(C)Cc1ccccc1 (configuration not stated),10,0.4,-0.9,6,-3,4.6,i,1,-6,4
CC(C)(CN=C1NS(=O)(=O)c2ccccc21)CNC(=O)CN1C(=O)c2ccccc2C1=O,-3,x,x,2,-3,-0.8,-8.3,x,-14,-14
Cc1ccccc1-n1c(=O)cc(N2CCN(C(=O)c3ccco3)CC2)[nH]c1=O,-3,0.5,-0.2,12,-3,-0.1,0.0,-9,-9,6
Cc1ccccc1CN1CCCC(C(=O)Nc2ccccc2Oc2cccnc2)C1 (configuration not stated),30,-0.7,0.1,28,-1,-1.5,-3.4,-1,-7,4
COc1ccc(CCN2C(=O)CSC2=Nc2ccc(C)cc2C)cc1OC,-4,x,0.7,21,0,0.2,-0.7,x,-5,-13
C=CCSc1n[nH]c(-c2ccccc2)n1,-8,0.0,x,9,8,0.8,2.8,-2,-17,4
CC(=O)Nc1cccc(NC(=O)CSc2nnc3ccccn23)c1,-3,0.5,0.0,x,x,-1.2,i,-11,-11,-9
O=[N+]([O-])c1ccc(/C=C/c2ccncc2)cc1,-3,1.4,1.0,30,1,-0.7,1.2,-4,-1,4
Cc1cccc(-c2noc(CN(C(=O)/C=C/c3ccccc3Cl)C(C)C)n2)c1,22,0.0,0.9,-2,-1,1.1,-0.2,0,-19,4
COCCNc1nc(NCc2cccc(OC)c2)c2sc(-c3ccccc3)cc2n1,-9,1.4,0.6,x,x,x,i,-3,x,-3
Cc1ccc(-n2nc(CN3CCOCC3)c(-c3ccccc3)c2N)cc1Cl,-1,0.5,x,-6,2,-0.4,i,0,10,14
CC(CCc1ccccc1)NC(=O)CN(C)Cc1ccccc1F (configuration not stated),32,-0.4,1.0,7,3,0.0,0.0,-4,-13,12
COc1ccc(-c2nn(-c3ccccc3)cc2/C=N/Nc2cccc(C(=O)O)c2)cc1,10,-0.9,0.7,17,4,-0.1,-0.4,-2,x,-8
Cc1c(NC(=S)N2CCN(c3ccc(F)cc3)CC2)c(=O)n(-c2ccccc2)n1C,1,0.9,0.7,26,1,-0.1,-0.4,4,-7,1
CC(=O)c1sc2nc(C)c3c(c2c1N)CCCC3,5,-0.1,3.5,9,0,x,i,-14,-16,-18
Cc1cccc(-c2nc3sc(C)cc3c(=O)o2)c1,-2,-0.3,1.4,6,0,-0.2,-1.4,1,-20,-13
CCN1CCN(Cc2ccc(NC(=O)c3ccc(C)c(/C=C/c4cnc(Nc5cc(N6CCNCC6)nc(C)n5)cn4)c3)cc2C(F)(F)F)CC1,-31&-2,9.9&8.5,x,-10,-7,u,-0.2,6&-2,12,x
CCOc1ccc(NC(=O)N2CCCC2C(=O)NCc2ccco2)cc1 (configuration not stated),4,-0.4,3.1,22,-8,-1.1,-0.6,1,11,-11
Cc1nn(CC(=O)OCC(=O)Nc2c(C(C)C)cccc2C(C)C)c(C)c1[N+](=O)[O-],-15,0.9,1.2,-4,1,0.1,3.1,-2,0,-15
Cc1ccc(NC(=O)c2cc(F)c(F)cc2Cl)nc1,-2,0.1,6.0,26,-2,-1.3,i,-5,2,-2
Nc1cccc(S(=O)(=O)Nc2ccc(SC(F)F)cc2)c1,0,0.4,3.1,9,-2,0.8,i,-3,-3,1
CC(=O)c1cccc(N(CC(=O)Nc2cccnc2)S(C)(=O)=O)c1,0,-0.8,1.2,7,3,-0.5,-0.3,-1,7,-10
CCC1=NN2C(=N)/C(=C/c3ccc(OS(=O)(=O)c4ccc(C)cc4)c(OC)c3)C(=O)N=C2S1,7,1.1,1.0,23,-2,0.7,-4.0,11,9,8
CC(C)COc1ccc(C(=O)Nc2ccc(NC(=O)c3ccco3)c(Cl)c2)cc1,-2,-0.1,x,0,2,-0.4,i,2,-9,-4
COc1cc(C)c(S(=O)(=O)NCc2cccnc2)cc1C,3,2.8,0.3,14,6,1.0,-0.3,-1,-13,-1
Cc1cc(=O)[nH]c(SCc2nc3ccc([N+](=O)[O-])cc3[nH]2)n1,-5,0.5,-0.2,20,-4,-1.0,-0.1,0,3,-5

# Looked up above.
# For VHR inh abs, `CC(=O)c1sc2nc(C)c3c(c2c1N)CCCC3` has 9
# For PriA SSB inh, `COc1cc(C)c(S(=O)(=O)NCc2cccnc2)cc1C` has -13
# For CCHFV vOTU inh, `CCOc1ccc(NC(=O)N2CCCC2C(=O)NCc2ccco2)cc1` (configuration not stated) has -11

# Back to the main list with the three entries that preceded the break.
SMILES,Y pestis TopoI,BoNT A protease,TcdB inh,VHR inh abs,SARS 3CLpro inh,PfHsp40 yeast,Vc quorum ag,Anthrax LF prot,PriA SSB inh,CCHFV vOTU inh
CC(C)COc1ccc(C(=O)Nc2ccc(NC(=O)c3ccco3)c(Cl)c2)cc1,-2,-0.1,x,0,2,-0.4,i,2,-9,-4
COc1cc(C)c(S(=O)(=O)NCc2cccnc2)cc1C,3,2.8,0.3,14,6,1.0,-0.3,-1,-13,-1
Cc1cc(=O)[nH]c(SCc2nc3ccc([N+](=O)[O-])cc3[nH]2)n1,-5,0.5,-0.2,20,-4,-1.0,-0.1,0,3,-5
C=CCSc1nc2sc3c(c2c(=O)n1CC)CCc1ccccc1-3,7,2.6,x,14,2,1.6,i,-2,1,9
COc1ccc(C(C)=O)cc1CSc1nncn1-c1ccccc1,2,-0.4,-0.2,0,4,-0.8,-0.1,0,-5,10
Cc1ccc(C(=O)N(CN2CCCC2=O)c2ccccc2)cc1C,1,2.9,x,43,0,-0.7,-1.7,0,8,-1
COc1ccc(/C=C/C(=O)OCC(=O)NC(C)CCc2ccccc2)cc1 (configuration not stated),37,0.0,1.0,x,x,-1.0,-1.7,-1,-2,20
CC1CN(C(=S)NC(=O)C2CCCCC2)CC(C)O1 (configuration not stated),4,-0.6,1.3,-2,1,-2.0,i,-2,-14,1
COc1cc(Br)cc(/C=C/c2ccc3cccc(O)c3n2)c1O,4,3.0,2.9,x,11,-0.2,-3.4,-4,3,4
CCOC(=O)c1cc2c(n(-c3ccccc3)c1=O)CC(C)(C)CC2=O,-10,-5.3,x,37,-3,-2.4,-0.7,-1,-2,5
